Compound activity as filed in PubChem.
M1 PAM parental – nonselective activator or artifact in parental CHO-K1 calcium assay; ATP EC20, Fluo-8 calcium fluorescence; 0% at ATP EC20, 100% at ATP max; activation, % at 3 µM; 360,000 tested, 0.02% active;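 active = activation above the run cutoff, the mean activation of all test compounds plus 3 SD, cut at about 40% in these data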;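 also: peak over basal fluorescence ratio in a 140 s read after ATP addition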
TAAR1 agonist – human TAAR1 agonism; Q96RJ0; CHO RD-HGA16 TAAR1, Fluo-8 calcium fluorescence; vehicle wells 0%, saturating PEA agonist 100%; activation, % at 3 µM; 360,000 tested, 0.99% active; AID 624467;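 active = activation above the mean activation of all test compounds in the run plus 3 SD, cut at about 38% in these data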
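Test system: RD-HGA16 (CHO) cells co-expressing Gα16 and hTAAR1 / Benchmarks: DMSO vehicle as 0%, PEA at EC100 as 100% / Repeats: no replicates (n 1) / Measure: % activation from peak over basal fluorescence ratio, DMSO-to-PEA scaled / Timing: 17-24 h plating, Fluo-8 75 min 37 °C, 30 min RT / Technique: kinetic Fluo-8 calcium fluorescence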
CHO-K1 Ca antag – counter-screen for M1 antagonists: effect in parental CHO-K1 cells. ATP-induced calcium, Fluo-8 fluorescence. inhibition, % at 3 µM. 360,000 tested, 0.6% active. AID 602250;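 active = inhibition above a per-plate cutoff, the plate's mean sample inhibition plus 3 SD, cut at about 24% in these data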;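 also: 0% = DMSO plus EC80 ATP and 100% = DMSO alone without ATP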
CHO parental Ca – signal in parental CHO cells, OX1R antagonist counter-screen; parental CHO-K1, ATP-induced calcium, Fluo-8 fluorescence; inhibition, % at 5.6 µM; 330,000 tested, 0.63% active; AID 463079;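 active = inhibition above that plate's mean sample inhibition plus 3 SD, cut at about 26% in these data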;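 also: 0% = ATP-challenged DMSO wells and 100% = DMSO wells without ATP; some compounds past the cut are filed as inactive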
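Measured by: calcium-sensitive Fluo-8 fluorescence / Test system: CHO parental line / Controls: ATP-challenged DMSO wells low, unchallenged DMSO wells high / Measure: % inhibition / Compound: single nominal dose of 5.6 µM per compound / Replicates: single well per compound, no replicates / Reagent: ATP as calcium-mobilizing challenge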
OXTR potentiator – potentiates the human oxytocin receptor response; CHO-OTR cells, Fluo-8 calcium fluorescence, potentiator mode; 0% = oxytocin EC15, 100% = EC100; P30559; 320,000 tested, 0.061% active; activation, % at 3 µM;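 active = activation above that plate's cutoff, the mean activation of tested compounds plus 3 SD, cut at about 6.6% in these data, passing the limit was not always enough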;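 also: 100% uses oxytocin at 75 nM as the full agonist control; some results filed as inactive read as strong as hits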
Target sequence (P30559 whole entry, looked up): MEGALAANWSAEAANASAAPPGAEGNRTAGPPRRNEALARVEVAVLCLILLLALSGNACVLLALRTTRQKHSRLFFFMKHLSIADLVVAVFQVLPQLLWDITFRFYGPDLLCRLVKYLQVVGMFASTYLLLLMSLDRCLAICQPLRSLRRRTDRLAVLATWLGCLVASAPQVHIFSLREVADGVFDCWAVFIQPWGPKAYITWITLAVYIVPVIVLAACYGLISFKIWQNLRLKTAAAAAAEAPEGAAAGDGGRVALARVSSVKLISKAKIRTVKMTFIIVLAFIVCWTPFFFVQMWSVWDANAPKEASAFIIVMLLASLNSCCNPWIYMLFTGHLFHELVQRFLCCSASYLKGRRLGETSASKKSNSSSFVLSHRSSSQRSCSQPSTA
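Assay system: CHO cell line stably expressing human OTR | Also added: Oxytocin at about EC15, sub-maximal agonist stimulus | Times: Compound 6 min at room temperature before oxytocin, 100 s read | Measured by: Fluo-8 intracellular calcium fluorescence, ex 470-495, em 515-575 nm | Controls: EC15 oxytocin alone as 0%, 75 nM oxytocin as 100%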
CHRM1 antagonist – antagonists of human M1 muscarinic receptor. CHO-K1 hM1, Fluo-8 calcium fluorescence, ACh EC80 antagonist. inhibition, % at 3 µM. 360,000 tested, 1.3% active. AID 588852;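 active = percent inhibition above its own plate's cutoff, namely the mean of that plate's compound wells plus 3 SD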;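 also: peak over basal fluorescence ratio during 140 s after agonist addition; 0% = ACh EC80 plus DMSO and 100% = DMSO alone without agonist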
Target sequence (P11229 whole entry, looked up): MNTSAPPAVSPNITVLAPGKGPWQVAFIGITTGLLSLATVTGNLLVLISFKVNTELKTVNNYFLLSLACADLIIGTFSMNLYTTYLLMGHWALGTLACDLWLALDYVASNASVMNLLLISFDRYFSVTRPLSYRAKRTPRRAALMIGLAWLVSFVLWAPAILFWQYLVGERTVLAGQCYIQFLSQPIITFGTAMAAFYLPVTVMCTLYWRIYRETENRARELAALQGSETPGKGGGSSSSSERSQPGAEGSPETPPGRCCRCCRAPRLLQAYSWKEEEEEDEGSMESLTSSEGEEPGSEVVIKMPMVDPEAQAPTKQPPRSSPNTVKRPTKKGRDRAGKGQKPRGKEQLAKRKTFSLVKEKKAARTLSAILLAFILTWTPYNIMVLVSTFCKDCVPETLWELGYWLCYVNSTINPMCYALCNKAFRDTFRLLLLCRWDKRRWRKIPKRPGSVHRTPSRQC
M1 ag – human M1 muscarinic receptor agonism | 360,000 tested, 0.33% active | P11229 | activation, % at 3 µM | CHO-K1 hM1, Fluo-8 calcium fluorescence, agonist mode; 0% DMSO, 100% acetylcholine EC100;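 active = activation above the run's mean compound activation plus 3 SD, cut at about 16% in these data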;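 also: peak over basal fluorescence ratio within a 140 s kinetic read after compound addition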
TAAR1 antag – human TAAR1 antagonism | Q96RJ0 | inhibition, % at 3 µM | 360,000 tested, 1.5% active | CHO RD-HGA16 TAAR1, Fluo-8 calcium fluorescence, antagonist;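 active = inhibition above a per-plate cutoff, the mean inhibition of test compounds on that plate plus 3 SD, cut at about 49% in these data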;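 also: 0% = DMSO plus EC80 beta-PEA response and 100% = DMSO alone without agonist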
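Assay system: CHO-derived RD-HGA16 cells stably expressing human TAAR1 plus Gα16. Timing: 140 s kinetic read after compound, 140 s after agonist. Technique: kinetic Fluo-8 calcium fluorescence measurement. Measure: % inhibition of agonist calcium response.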
M1 ag parental – M1 agonist counterscreen hit in parental CHO-K1 cells | 360,000 tested, 0.48% active | activation, % at 3 µM | AID 602248 | Fluo-8 calcium fluorescence; scaled to maximal ATP response, vehicle zero; in the data active = activation above about 15%;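 also: untransfected CHO-K1 host cells lacking M1 receptor as counterscreen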
Starred values were filed as active, the others as inactive; · = no result given.

SMILES	M1 PAM parental	TAAR1 agonist	CHO-K1 Ca antag	CHO parental Ca	OXTR potentiator	CHRM1 antagonist	M1 ag	TAAR1 antag	M1 ag parental
CC(C)c1ccc(C(=O)NNC(=O)c2ccncc2)cc1	23	-3	-9	7	-13	-5	-3	-2	0.2
CCC(C)[C@H](NC(=O)OC(C)(C)C)C(=O)NCC1CCC(C(=O)N[C@@H](Cc2ccccc2)C(=O)O)CC1 (some centres not stated)	-25	1	14	2	-1	0	1	-12	-0.1
Cc1[nH]c2ccc(Cl)cc2c(=O)c1CN1CCCC1	2	3	-11	-5	-2	-8	-13	-1	0.4
Cc1ccc(N2C(=O)N(CC(=O)c3cc(C)ccc3C)C(=O)C2C)cc1 (configuration not stated)	6	1	-1	-30	-1	-4	-7	11	1.8
O=C(COC(=O)/C=C/c1cccc(Br)c1)NCc1cccs1	3	3	-1	-11	-6	1	-1	-13	2.4
CSc1nc(=O)[nH]nc1Sc1ccccc1	18	1	-10	·	·	-9	-3	-19	0.5
Cc1nc(SCC(=O)N2CCCCC2)c2c(C)c(C)sc2n1	9	3	-10	-20	-10	-7	-7	-5	8.9
CCn1ncc([N+](=O)[O-])c1C(=O)N1CCc2ccccc2C1	-9	42*	-4	12	-1	17	-10	-10	3.5
CCOC(=O)n1cnc2nc(N)nc(SC)c21	12	2	-15	·	·	-3	-1	-11	0.3
CCOC(=O)N1CCC(NC(=O)C2CCN(S(=O)(=O)c3cnc[nH]3)CC2)CC1	-3	8	9	-3	-5	-3	0	-22	-0.5
CCCCCCOc1ccc(OCC(O)CN2C(=O)NC(C)(C)C2=O)cc1 (configuration not stated)	5	14	-11	-14	-11	-33	1	11	2.0
Cc1cc(Cl)ccc1NC(=O)CCC(=O)N/N=C/c1cccnc1	1	1	0	·	·	-3	-3	-27	-0.1
CCN1CCN(C(=O)c2ccccc2NS(=O)(=O)c2ccc(Cl)cc2)CC1	-13	4	-4	-10	1	4	-16	11	-0.3
COc1ccc(F)cc1S(=O)(=O)Nc1cccc(C(=O)O)c1	3	0	-2	3	-2	2	-4	-15	0.2
CC1CCCC(NC(=O)CN(C)CC(=O)Nc2cccc(F)c2)C1C (configuration not stated)	15	0	0	-17	-7	-8	0	10	0.4
Cc1ccc(S(=O)(=O)CCC(=O)OCC(=O)Nc2cc(F)ccc2C)cc1	17	-1	-11	-27	3	-13	-4	-13	-0.2
Cc1[nH]c2ccccc2c1/C=N/NC(=O)c1cccc(S(=O)(=O)Nc2ccccc2Cl)c1	14	5	3	-15	-6	3	-4	12	-0.1
CCC(=O)Nc1ccccc1Oc1ccccc1	6	-2	-8	-18	-15	-7	-4	11	-0.5
O=C(COC(=O)c1ccc[nH]c1=O)NCCCc1ccccc1	10	3	-11	-5	-3	3	-4	-4	0.2
CCn1nc(NC(=O)c2ccccn2)c2cc3cccc(C)c3nc21	13	6	-7	-21	-15	-12	-2	4	0.2
COc1ccc(C)cc1NC(=O)CN1c2cccc3cccc(c23)S1(=O)=O	5	5	-8	-14	-2	-9	2	20	0.8
CC(OC(=O)c1cc2c(s1)CCCCC2)C(=O)NC(N)=O (configuration not stated)	16	6	3	-3	-13	16	-9	0	3.8
O=[N+]([O-])c1ccccc1/C=N\N1CCN(Cc2ccccc2Cl)CC1	16	-1	-11	-23	4	-4	-2	-7	0.8
Cc1ccc2cc3c(NC(=O)C(C)C)nn(C)c3nc2c1	-2	5	-3	-12	-13	0	-1	-20	0.1
c1ccc(Oc2ccc3ccccc3n2)cc1	11	1	0	-6	-2	-6	-7	1	-0.6
Cc1ccccc1NC(=O)COC(=O)c1cccnc1	6	1	-8	-6	-4	-7	0	4	0.6
CN=c1scc(C)n1/N=C/c1cc(Br)c(O)c(OC)c1	8	-1	-12	-23	-3	-9	-5	-12	0.2
Cc1cc(NC(=O)c2cc(-c3ccc(C)s3)nc3ccccc23)no1	7	0	2	-10	-5	-17	-3	24	0.1
c1coc(CN2CCN(C(c3cccs3)c3nnnn3C3CCCC3)CC2)c1 (configuration not stated)	17	12	-12	-7	-9	-1	-6	-12	0.1
COc1ccc(CN(C)CCCn2cnc(C(=O)Nc3ccc(C)c(C)c3)n2)cc1OC	18	3	-7	·	·	1	-8	-10	1.6
O=C(COC(=O)/C=C/c1ccco1)Nc1ccccc1	12	7	-7	10	-5	0	-4	-31	12
COc1ccc(S(=O)(=O)N(C)CC(=O)NC2CCCCC2)cc1Cl	-2	7	2	-10	4	0	-4	8	-0.2
O=C(CSc1nnc(NC(=O)c2ccco2)s1)NCc1ccc2c(c1)OCO2	4	-1	-7	-1	2	-9	-2	-12	0.0
COC(=O)C(Cc1ccccc1)NC(=O)CNS(=O)(=O)c1ccc(Br)cc1 (configuration not stated)	30	8	-10	-8	-9	-4	-7	-1	0.6
O=Cc1ccc(OC(=O)/C=C/c2ccccc2)cc1	15	0	-1	-11	-2	-1	-1	-2	1.6
CN(C)c1nc(OCCNC(=O)Nc2ccccc2)nc(N2CCCCC2)n1	3	-1	-13	-23	-1	-3	-2	-14	1.1
COC(=O)C1=CN(Cc2cccs2)C=C(C(=O)OC)C1c1ccc(OC)cc1OC	-11	11	-12	-32	-5	0	-4	5	-0.1
COc1ccc([N+](=O)[O-])cc1NC(=O)CSc1nccc(C)n1	15	2	-7	-15	0	-4	-9	-20	0.7
Cc1ccc(C(=O)NCCCn2ccnc2)o1	9	3	-16	4	-11	-18	-5	0	0.3
CCN(CC(=O)NC(=O)NCc1ccccc1)Cc1ccccc1	-4	-2	-16	-18	-4	-9	-4	-5	1.0
CC(C)(C)NC(=O)C(c1ccc(O)cc1)N(Cc1ccco1)C(=O)CCC(=O)Nc1ccccn1 (configuration not stated)	15	2	-17	-7	-7	-5	-4	1	0.9
O=C(O)CCCN1C(=O)/C(=C\C(Cl)=C\c2ccccc2)SC1=S	13	0	-5	·	·	-7	-4	-5	0.3
CC(NC(=O)CCNC(=O)c1ccccc1Cl)c1ccc(-n2ccnc2)cc1 (configuration not stated)	0	0	-5	-8	-4	-3	-2	-12	0.8
Cc1coc(=N)n1CC(=O)c1ccc(Cl)cc1	-14	0	-1	·	·	-5	-6	11	-0.3
Cc1cccc(N=C2NC(=O)/C(=C/c3cccn3C)S2)c1C	-25	5	17	-24	-9	10	1	-27	2.3
Oc1ccc(Cl)cc1CNCc1ccc(F)cc1	11	66*	-14	-14	-16	-5	18*	29	10
C=CCOc1ccc(/C=C/C(=O)OCC(=O)NCc2cccc(OC)c2)cc1	-6	0	-1	-17	-10	3	1	33	1.8
CC(C)NS(=O)(=O)c1ccc(CCC(=O)NCc2ccco2)cc1	15	1	-13	-6	-6	-13	-4	-13	0.4

Compounds from the list above with bromine (3):
SMILES	M1 PAM parental	TAAR1 agonist	CHO-K1 Ca antag	CHO parental Ca	OXTR potentiator	CHRM1 antagonist	M1 ag	TAAR1 antag	M1 ag parental
O=C(COC(=O)/C=C/c1cccc(Br)c1)NCc1cccs1	3	3	-1	-11	-6	1	-1	-13	2.4
CN=c1scc(C)n1/N=C/c1cc(Br)c(O)c(OC)c1	8	-1	-12	-23	-3	-9	-5	-12	0.2
COC(=O)C(Cc1ccccc1)NC(=O)CNS(=O)(=O)c1ccc(Br)cc1 (configuration not stated)	30	8	-10	-8	-9	-4	-7	-1	0.6

(cont.)
SMILES	M1 PAM parental	TAAR1 agonist	CHO-K1 Ca antag	CHO parental Ca	OXTR potentiator	CHRM1 antagonist	M1 ag	TAAR1 antag	M1 ag parental
COc1cc2c(cc1OC)-c1cc3ccc4c(c3c[n+]1CC2)OCO4	-2	7	-9	-6	-7	-4	-7	10	-0.1
CC1(C)CC(Nc2ccc(Nc3ccccc3)cc2)CC(C)(C)N1	-6	2	0	·	·	-11	-6	-18	2.1
NC(=O)Cn1c(=O)n(CCC(=O)Nc2ccc(F)cc2)c(=O)c2sccc21	2	4	-7	5	0	-1	1	2	0.0
Cn1cncc1C#Cc1c(-c2ccsc2)sc2ccccc12	9	14	-4	-28	1	11	-6	18	-0.1
Cc1cccc(NC(=O)CN2C(=O)CCS(=O)(=O)c3ccccc32)c1C	6	1	-13	-12	-9	1	-4	-9	1.2
CCN(CC)CC(=O)c1ccc(-c2ccccc2)cc1	19	7	-19	5	2	-8	-7	-4	1.4
CCCC1(C(=O)OCC)NC(c2ccc(OC)cc2OC)C2C(=O)N(c3ccc4c(c3)OCCO4)C(=O)C21 (configuration not stated)	-4	11	46*	-15	-8	1	-1	-3	1.0
NC(=O)c1ccc(C(F)(F)F)n(Cc2ccc(Cl)cc2)c1=O	26	28	-6	-28	-9	-3	-6	-8	6.8
Cc1cc(-c2n[nH]c(=S)n2/N=C/C=C/c2ccco2)n[nH]1	15	0	-5	-10	2	4	-2	-18	0.8
CCCCN1C(=O)C(O)(c2ccccc2)c2cc(Br)ccc21 (configuration not stated)	2	5	2	-14	-11	-3	-7	-26	0.2
COc1cc(C(=O)NCC(=O)N/N=C(/C)c2cccs2)cc(OC)c1OC	27	-1	-11	-12	0	-8	-10	3	-0.2
Cc1ccccc1C(=O)NCCCNC(=O)c1ccccc1C	-3	2	-7	-11	4	-8	-4	16	0.4
CN(C)CCCNC(=O)/C(=C/c1ccc(-c2ccc([N+](=O)[O-])cc2)o1)NC(=O)c1ccccc1	-8	12	3	-8	1	-15	-8	-1	1.6
O=[N+]([O-])c1cccc2c(N3CCOCC3)ccnc12	3	11	-6	0	-6	-6	1	-31	14
CCOc1ccc(/C=C(/NC(=O)c2ccccc2Cl)C(=O)O)cc1	16	6	5	-13	-6	-2	-7	14	0.0
COc1ccc(CN2CCN(C(=O)CCC(=O)c3ccc(C)s3)CC2)cc1OC	6	0	-5	-8	4	-6	-3	5	0.4
Cn1cnnc1SC(C(=O)Nc1ccc(F)cc1)c1ccccc1 (configuration not stated)	6	6	-12	-10	-9	-2	-3	1	0.1
CC(=O)NC1CC2CCCC(C1)N2C(=O)Nc1ccc(Cl)c(C(F)(F)F)c1 (configuration not stated)	15	4	-4	-17	-3	-14	-3	-5	0.2
